# PGC1a acetyl inh – modulators of PGC1a acetylation; U2OS PGC1a acetylation, AlphaScreen anti-acetyl-lysine; with virally co-expressed GCN5 acetyltransferase; inhibition, % at 15.6 µM; 0.17% of 350,000 active;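 active means every replicate shows inhibition of at least 40%; inconclusive means mean inhibition at least 40% but some replicate below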;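 further: 0% = neutral control wells and 100% = positive control wells; some results beyond the cut were filed as inactive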
# ERAP1 HTS inh – blocks human ERAP1 aminopeptidase activity; recombinant ERAP1, Leu-AMC fluorescence, 60 min; inhibition, % at 10.7 µM; 0.15% of 340,000 active;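 active means mean replicate inhibition of at least 30%, or all replicates individually reaching that 30% level; inactive means mean below 30% and not every replicate reaching it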;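 further: 0% = neutral control wells and 100% = L-leucinethiol positive control wells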
# Target sequence (Q9NZ08 whole entry, looked up): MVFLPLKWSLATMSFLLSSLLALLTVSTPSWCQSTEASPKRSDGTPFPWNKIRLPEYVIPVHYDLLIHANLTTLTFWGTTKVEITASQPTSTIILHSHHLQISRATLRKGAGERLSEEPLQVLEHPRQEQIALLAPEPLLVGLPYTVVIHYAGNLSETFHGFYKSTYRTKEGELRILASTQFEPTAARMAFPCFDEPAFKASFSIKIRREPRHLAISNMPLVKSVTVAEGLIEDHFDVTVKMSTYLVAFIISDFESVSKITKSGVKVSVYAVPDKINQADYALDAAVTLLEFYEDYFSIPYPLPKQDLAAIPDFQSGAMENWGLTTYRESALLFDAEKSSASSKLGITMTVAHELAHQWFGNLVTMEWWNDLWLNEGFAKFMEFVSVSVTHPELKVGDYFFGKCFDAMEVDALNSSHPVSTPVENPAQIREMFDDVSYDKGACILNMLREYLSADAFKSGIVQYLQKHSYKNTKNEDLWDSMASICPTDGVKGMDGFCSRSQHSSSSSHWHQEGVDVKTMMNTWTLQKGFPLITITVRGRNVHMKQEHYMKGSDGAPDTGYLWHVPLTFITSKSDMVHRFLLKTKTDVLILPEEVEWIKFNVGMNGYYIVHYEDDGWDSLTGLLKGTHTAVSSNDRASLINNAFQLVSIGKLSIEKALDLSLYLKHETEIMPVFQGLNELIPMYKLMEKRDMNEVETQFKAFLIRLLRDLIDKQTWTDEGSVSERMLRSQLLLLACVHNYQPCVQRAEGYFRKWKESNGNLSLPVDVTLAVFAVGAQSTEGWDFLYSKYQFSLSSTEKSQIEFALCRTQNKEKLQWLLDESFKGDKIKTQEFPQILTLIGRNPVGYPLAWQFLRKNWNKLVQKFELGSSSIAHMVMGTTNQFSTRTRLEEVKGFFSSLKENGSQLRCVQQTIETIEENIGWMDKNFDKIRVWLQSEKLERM
# PglD inh – inhibitors of Campylobacter jejuni PglD acetyltransferase; purified PglD enzyme, DTNB colorimetric CoA detection; inhibition, % at 12.5 µM; 0.098% of 360,000 active; AID 602405; in the data active means inhibition above about 16%, passing the limit was not always enough; inconclusive means no clear call, values can overlap the other calls; further: strong numbers were not always called active
# miR122 inh – blocks miR-122 activity in Huh7 sensor cells; Huh7 miR-122 Renilla luciferase sensor, 48 h; neutral wells = 0, positive control = 100; activation (reporter increase), % at 12.5 µM; 0.3% of 340,000 active; AID 602342;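 active means mean replicate activation score at least 90 and every replicate individually at or above 90; inconclusive means only one of the two criteria met; inactive means neither criterion met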;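 further: higher luciferase means less miR-122 activity so hits act as miR-122 inhibitors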
# Cneo AK release – Cryptococcus neoformans lysis via adenylate kinase release; lysis activity, % at 15 µM; C. neoformans lysis, adenylate kinase release luminescence, 4 h; normalised: neutral wells 0, clomiphene wells 100; 0.2% of 360,000 active;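 active means mean lysis activity across replicates of at least 80%, whatever share of replicates individually reach that level; inactive means mean lysis activity below 80%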
#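 Schedule: static 4 h at 37 °C with compound, 1 h detection; system: C. neoformans cells; benchmarks: Clomiphene as positive control; buffer or medium: fresh YPD medium; measure: luminescence rise reflecting yeast cell lysis; measured by: luminescent adenylate kinase detection reagent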
# RAD54 inh – blocks human RAD54 Holliday junction branch migration; Q92698; FAM/BHQ fluorescence; inhibition, % at 10.4 µM; 0.14% of 360,000 active; AID 602329;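 active means mean normalized replicate activity at least 40 and at least half of replicates scoring 40 or more; inconclusive means only one of the two criteria met; inactive means mean below 40 and under half of replicates reaching 40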;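 further: 0% = median of neutral control wells and 100% = median of positive control wells; inhibitors cause a drop in the FAM fluorescence signal; in these data hits start at about 50%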
# RAD52 inh – inhibitors of human RAD52 DNA annealing | P43351 | 0.46% of 360,000 active | inhibition, % at 18.7 µM | recombinant RAD52 DNA annealing, FRET fluorescence;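 active means every replicate showing at least 50% inhibition; inconclusive means mean inhibition at least 50% but not in every replicate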
# E-selectin induc – induces E-selectin expression in human endothelial cells. P16581. HUVEC E-selectin immunofluorescence imaging; normalized: neutral wells 0, TNF-alpha wells 100. activation, % at 7.58 µM. 0.37% of 260,000 active. AID 686992;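 active means mean E-selectin-positive cell signal at least 10% of the positive control, reached in at least 60% of replicates, without over 20% cell loss; inconclusive means no rule given, readout overlaps actives, possibly toxicity-flagged; inactive means the rest, including those meeting only one limit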;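 further: in these data hits start at about 27%; measured in HUVEC primary endothelial cells; signal is the percent of cells scored E-selectin positive by PE staining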
#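 System: HUVEC / Compound: single concentration / Signal: immunofluorescence imaging / Read-out: percent E-selectin-positive cells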
# * hit, by the source's call; ? = inconclusive; · = no result given; & = joins results of further samples; [ ] = remark or other dose.
# Values run as follows: Cneo AK release	PglD inh	RAD54 inh	miR122 inh	E-selectin induc	RAD52 inh	ERAP1 HTS inh	PGC1a acetyl inh
O=C(Cc1cccnc1)N1CC(=O)N2[C@H](C1)[C@@H](c1ccc(C3=CCCCC3)cc1)[C@@H]2CO
    ·	·	·	·	-0.4	4	1	-6
C[C@@H]1NC(=O)c2cc([N+](=O)[O-])cc(I)c2NCCCC[C@@H](C(N)=O)NC(=O)[C@H](CC(N)=O)NC1=O
    0	-10	-7	-2	·	·	·	-5
CC=Cc1ccc2n(c1=O)C[C@H]1[C@H](CO)[C@@H](C(=O)NCC3CC3)[C@@H]2N1C(=O)c1ccccc1 (mixture of isomers)
    37	0	2	-5[16.7 µM]	-0.3	3	2	·
CC(C)=N/N=C1/NC(=O)C(Cc2ccccc2)S1 (configuration not stated)
    6	1	20	-7	0.3	-21	0	-2
COc1ccc(-c2cnc3c(c2)C(=O)N([C@H](C)CO)C[C@@H](C)[C@@H](CN(C)Cc2ccccn2)O3)cc1
    -5	0	3	-1[16.7 µM]	-1.1	3	-1	-5
CCOC(=O)c1ccc(NC(=O)c2ccc(NS(C)(=O)=O)cc2)cc1
    -2	-5	-5	-6	·	·	·	-30
CC(CC12CC3CC(CC(C3)C1)C2)NCc1ccccc1O (configuration not stated)
    -3	-14	-3	-12	0.2	5	·	-28
C[C@@H]1CN([C@H](C)CO)C(=O)c2ccccc2-c2ccccc2CO[C@@H]1CN(C)Cc1ccc(Oc2ccccc2)cc1
    ·	·	·	·	0.3	9	-6	-29
O=C(NCC1CCCO1)c1cn(-c2ccccc2)nc1-c1ccccc1 (configuration not stated)
    -3	·	1	7	0.2	-7	1	-8
O=C1c2ccccc2NC2(CCCC2)N1O
    4	2	-3	-6	·	·	·	-6

# Values run as follows: Cneo AK release	PglD inh	RAD54 inh	miR122 inh	E-selectin induc	RAD52 inh	ERAP1 HTS inh	PGC1a acetyl inh
O=C(CN(Cc1ccccc1)C(=O)c1csnn1)NCc1ccc2c(c1)OCO2
    -2	5	-3	·	·	-13	4	·
C[C@H]1CCCCO[C@H](CN(C)C(=O)Nc2ccccc2)[C@@H](C)CN([C@@H](C)CO)C(=O)c2cc(NS(=O)(=O)c3ccc(Cl)cc3)ccc2O1
    0	-3	-1	4[16.7 µM]	·	-53	2	-6
CCOC(=O)N1CCN(c2ncnc3c2[nH]c2ccc(OC)cc23)CC1
    -1	2	24	-5	·	·	·	0
COc1ccccc1/C=C/C(=O)NC(=S)Nc1ccccn1
    -1	1	0	·	1.0	1	1	·
CC1(c2ccc(OC(F)F)cc2)NC(=O)N(CC(=O)Nc2ccc3[nH]c(=O)[nH]c3c2)C1=O (configuration not stated)
    1	0	9	-1	-0.2	-4	9	-2
CCOC(=O)N/N=C(\C)c1ccc(Br)cc1
    4	-5	13	·	·	-1	6	6
CCC(Oc1ccc(Br)cc1Cl)C(=O)Nc1nnc(C2CC2)s1 (configuration not stated)
    11	-3	-11	·	0.2	-9	0	4
CC1CCCCC1NC(=O)CSc1nnc(-c2ccccc2)n1N (configuration not stated)
    -1	4	-10	5	·	·	·	-5
Cc1nn(CC(=O)c2cccc(Cl)c2)c(C)c1[N+](=O)[O-]
    ·	·	·	·	3.3	-88	3	-1
C[C@@H]1CN([C@@H](C)CO)C(=O)c2cccc(NC(=O)Nc3ccccc3)c2O[C@H]1CN(C)S(=O)(=O)c1ccccc1
    1	-1	-13	-5[16.7 µM]	?	-1	-2	-1

# Arranged by value in PGC1a acetyl inh (smallest number first): some entries from above.
SMILES,PGC1a acetyl inh
C[C@H]1CCCCO[C@H](CN(C)C(=O)Nc2ccccc2)[C@@H](C)CN([C@@H](C)CO)C(=O)c2cc(NS(=O)(=O)c3ccc(Cl)cc3)ccc2O1,-6
CC1CCCCC1NC(=O)CSc1nnc(-c2ccccc2)n1N (configuration not stated),-5
CC1(c2ccc(OC(F)F)cc2)NC(=O)N(CC(=O)Nc2ccc3[nH]c(=O)[nH]c3c2)C1=O (configuration not stated),-2
Cc1nn(CC(=O)c2cccc(Cl)c2)c(C)c1[N+](=O)[O-],-1
CCOC(=O)N1CCN(c2ncnc3c2[nH]c2ccc(OC)cc23)CC1,0
CCC(Oc1ccc(Br)cc1Cl)C(=O)Nc1nnc(C2CC2)s1 (configuration not stated),4
CCOC(=O)N/N=C(\C)c1ccc(Br)cc1,6

# (more compounds)
# Values run as follows: Cneo AK release	PglD inh	RAD54 inh	miR122 inh	E-selectin induc	RAD52 inh	ERAP1 HTS inh	PGC1a acetyl inh
COc1ccc(OC)c(/C=N/NC(=O)c2ccncc2)c1
    -3	-5	-1	0	-0.3	-10	-6	13
Cn1cccc1C(=O)NC(=O)COC(=O)CNC(=O)c1ccc(Cl)cc1Cl
    -1	-2	4	-2	·	·	·	-2
Cc1cccc(-c2ccc([C@@H]3[C@@H](CO)N4C(=O)CN(C(=O)NC5CCCCC5)C[C@@H]34)cc2)c1
    ·	·	·	·	0.3	-3	2	12
CC(Sc1ccc2ccccc2c1)C(=O)NC(N)=O (configuration not stated)
    ·	·	·	·	0.0	-2	4	-2
C[C@@H]1CN([C@@H](C)CO)C(=O)CCCn2nncc2CO[C@H]1CN(C)S(=O)(=O)c1ccc(F)cc1
    -1&2&49	2&3&-2	-2&1&9	-9	0.9&0.0	-9&16&-3	-3&0&-1	4&9&-8
CCc1noc(C)c1C(=O)N1CCC(CCC(=O)Nc2cccc(OC)c2)CC1
    2	4	0	·	-0.1	-22	1	·
C[C@H]1CN([C@@H](C)CO)C(=O)c2cc(NC(=O)c3ccncc3)ccc2O[C@H]1CN(C)CC1CCCCC1
    0	0	0	-6[16.7 µM]	0.2	-12	1	-5
CC(=O)c1c(C(C)=O)c(C)n(-c2nc(-c3ccc(Br)cc3)c(C)s2)c1C
    -4	6	1	22	·	·	·	5
CCOc1ccc(C(=O)NC(C(=O)NCC(c2cccs2)N(C)C)C(C)C)cc1 (configuration not stated)
    0	-4	-1	·	·	-13	-2	·
CC1(c2ccc(Cl)cc2Cl)NC(=O)N(CC(=O)NC2CCCCC2)C1=O (configuration not stated)
    0	2	-3	·	·	-14	-2	·

# In the list so far, these contain fluorine.
# Values run as follows: Cneo AK release	PglD inh	RAD54 inh	miR122 inh	E-selectin induc	RAD52 inh	ERAP1 HTS inh	PGC1a acetyl inh
CC1(c2ccc(OC(F)F)cc2)NC(=O)N(CC(=O)Nc2ccc3[nH]c(=O)[nH]c3c2)C1=O (configuration not stated)
    1	0	9	-1	-0.2	-4	9	-2
C[C@@H]1CN([C@@H](C)CO)C(=O)CCCn2nncc2CO[C@H]1CN(C)S(=O)(=O)c1ccc(F)cc1
    -1&2&49	2&3&-2	-2&1&9	-9	0.9&0.0	-9&16&-3	-3&0&-1	4&9&-8

# Going on with the list.
# Values run as follows: Cneo AK release	PglD inh	RAD54 inh	miR122 inh	E-selectin induc	RAD52 inh	ERAP1 HTS inh	PGC1a acetyl inh
CCCCNC(=O)Cn1cnc2sc(C(=O)OCC)c(C)c2c1=O
    1	1	-1	-3	·	·	·	-27
COc1cc(CCC(=O)OCC(=O)Nc2ccc(C)cc2Br)cc(OC)c1OC
    -2	-1	-9	0	17	-3	-3	·
Cc1cc([N+](=O)[O-])ccc1NC(=O)C(C)NC1CCCCC1 (configuration not stated)
    8	-6	26	-1	2.6	-26	4	7
O=C(Cc1ccccn1)N1CC2(C1)[C@@H](c1ccccc1)[C@@H](CO)N2C(=O)c1ccccc1
    ·	·	·	·	0.0	-143	-1	4
O=C(NCCc1ccccc1)c1ccc2c(=O)[nH]c3c(C(=O)NCC4CCCO4)sc(=S)n3c2c1 (configuration not stated)
    1	2	2	-5	·	-12	-3	·
CC(=O)c1cccc(NC(=O)CSc2n[nH]c(=O)n2C2CC2)c1
    -1	0	2	-4	0.0	-12	-4	-8
Cc1ccc(CNC(=O)CSc2ccsc2[N+](=O)[O-])cc1
    ·	·	·	·	-0.3	1	-2	-15
O=S(=O)(NC(=S)c1ccccc1)c1ccc(F)cc1
    1	0	-2	7	-0.2	-5	1	·
O=C(c1ccc(F)cc1)N1C[C@@H]2N[C@H](C1)C2c1ccc(-c2cncnc2)cc1 (some centres not stated)
    ·	·	·	·	0.2	15	-5	-2
CN(C)CCOC(=O)c1sc2ccccc2c1Cl
    2	-6	14	2	-2.8	-2	-3	·

# Values run as follows: Cneo AK release	PglD inh	RAD54 inh	miR122 inh	E-selectin induc	RAD52 inh	ERAP1 HTS inh	PGC1a acetyl inh
O=C(CN1C(=O)NC2(CCCc3ccccc32)C1=O)c1ccc(F)cc1 (configuration not stated)
    3	-1	-5	0	0.0	-15	0	8
O=S(=O)(Oc1ccccc1-c1ccccc1)c1ccccc1
    -15	3	14	-6	-1.2	8	0	-48
CNC(=O)C[C@H]1CC[C@@H]2[C@H](COC[C@@H](O)CN2S(=O)(=O)c2ccccc2Cl)O1
    0	-2	-11	-1[16.7 µM]	-0.1	2	2	-11
O=C(Oc1ccc(N(Cc2cccs2)C2=NS(=O)(=O)c3ccccc32)cc1)c1ccc(Cl)cc1
    1	-5	1	9	·	·	·	1
CN1C(=O)c2cc(NC(=O)c3cccc(F)c3)ccc2OC[C@H]2O[C@@H](CC(=O)O)CC[C@H]21
    -1	-6	2	-53[16.7 µM]	0.1	·	·	-7
CC1Cc2nc(SCC(=O)N3CCCCC3)n(C)c(=O)c2S1 (configuration not stated)
    1	5	-7	-20	-0.1	-13	-2	·
COCC(=O)NC[C@H]1[C@H](c2ccccc2)[C@@H](CO)N1C(=O)c1ccccc1
    0	1	0	?	-0.1	-8	-1	-1
COc1ccc(CN(C)C[C@@H]2Oc3ccc(NC(=O)NC4CCCCC4)cc3C(=O)N([C@H](C)CO)C[C@@H]2C)cc1
    4	-2	-9	-11[16.7 µM]	·	-9	-1	1
Cc1noc(C)c1NC(=O)N(C)C[C@H]1Oc2c(NS(=O)(=O)c3ccc(F)cc3)cccc2C(=O)N([C@H](C)CO)C[C@H]1C
    39	-1	-12	1[16.7 µM]	1.7	5	2	3
COc1ccc(-c2cc3cccc(OC)c3oc2=O)cc1
    -5	-7	6	9	0.4	-25	-10	3

# Values run as follows: Cneo AK release	PglD inh	RAD54 inh	miR122 inh	E-selectin induc	RAD52 inh	ERAP1 HTS inh	PGC1a acetyl inh
O=C(Nc1ccc(N2CCOCC2)cc1)c1ccc(S(=O)(=O)N2CCCCC2)cc1
    1	-1	-11	-4	·	·	·	-4
C[C@@H]1CN([C@H](C)CO)C(=O)c2cc(NS(C)(=O)=O)ccc2O[C@@H](C)CCCCO[C@@H]1CN(C)Cc1ccc2c(c1)OCO2
    1	5	-4	0[16.7 µM]	0.1	0	-3	10
CCc1noc(C)c1C(=O)NCCc1ccc(OC)c(OC)c1
    -5	-2	-5	3	·	·	·	·
O=C(NCCc1ccc(Cl)cc1)C1CCN(C(=O)c2ccc(F)cc2)CC1
    -4	2	-12	1	·	0	8	22
O=C([C@@H]1[C@@H](CO)[C@@H]2Cn3c(ccc(-c4ccccc4)c3=O)[C@H]1N2CCC(F)(F)F)N1CCCCC1
    0	0	-10	4[16.7 µM]	0.1	10	1	·
Cc1cccc(-c2oc3ccccc3c2C#CCCO)c1
    -5	3	-22	5	0.4	-23	·	-8
COc1ccc(S(=O)(=O)NCC2CCCO2)cc1NC(=O)c1ccccc1 (configuration not stated)
    -1	1	-10	54	-0.2	-4	-4	0
N#Cc1cc2c(nc1SCc1cccnc1)CCCCC2
    -2	0	-5	-1	·	·	·	-8

# Bioassay records as filed in PubChem.
